PMI act: activators of human PMI, primary screen, biochemical, fluorescence intensity, near-Km mannose 6-phosphate; purified human PMI, coupled resazurin fluorescence, 20 min; hits give high values; 1 = vehicle control, 0 substrate-free wells; activation factor at 20 µM; actives 0.005% (n = 190,000); AID 1214, 2008;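 active = activation factor of 2 or more at 20 µM, relative to plate controls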
Diaphorase inh: diaphorase inhibitors and chemical oxidizers, primary screen, counter-screen for diaphorase-coupled primary assays, biochemical, uHTS, resorufin fluorescence; AID 1217, 2008; actives 0.69% (n = 190,000); diaphorase resazurin-to-resorufin fluorescence, NADH, 16 min; bacterial (C. kluyveri) enzyme, not human; inhibition, % at 20 µM;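 active = primary screen inhibition at 20 µM above a set limit, cut at about 50% in these data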;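 also: plate controls were DMSO with full reaction for no effect and wells lacking NADH for full effect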
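Benchmarks: positive control wells lacking NADH, neutral wells with DMSO only. System: bacterial diaphorase enzyme (C. kluyveri). Input: 0.14 U/mL diaphorase, enzyme working solution. Detection: resorufin fluorescence, excitation 544 nm, emission 590 nm. Times: 16-min room-temperature incubation before reading.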
PMI act hi M6P: human PMI activators, high substrate, primary screen, biochemical, fluorescence intensity, near-saturating mannose 6-phosphate | Mannose-6-phosphate isomerase (Homo sapiens), P34949 | coupled PMI enzyme assay, resazurin fluorescence, 20 min; hits give high values; 1 = untreated enzyme, 0 = substrate-free blank | activation factor at 20 µM | actives 0.34% (n = 190,000);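 active = activation factor of 2 or more at 20 µM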
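Test system: human phosphomannose isomerase with PGI, G6PDH, diaphorase coupling enzymes; Amount: PMI at 15 ng/mL final; Reagent: Mannose-6-phosphate 1.0 mM (near-saturating) plus 0.22 mM NADP+; Timing: 20 min, room temperature; Technique: resorufin fluorescence at Ex 544/Em 590 nm; Dosing: 20 µM single dose.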
TR-FRET SRC-2 ct: TR-FRET signal artefacts, primary screen, artefact control for PPARgamma SRC-2 agonist project, biochemical. actives 0.4% (n = 200,000). TR-FRET artefact counter-screen; hits give high values. TR-FRET ratio at 8 µM; in the data active = TR-FRET ratio above about 2000; also: inactives centre near 1500
G6PDH counter: L. mesenteroides G6PDH inhibitors, counter-screen for G6PDH-coupled screening assays, biochemical, Leuconostoc mesenteroides enzyme. glucose-6-phosphate dehydrogenase [Leuconostoc mesenteroides]. Purified L. mesenteroides G6PDH, diaphorase/resazurin coupled fluorescence, 45 min. inhibition, % at 5 µM. actives 0.12% (n = 200,000); in the data active = inhibition above about 50%
Diaphorase act: compounds boosting diaphorase resazurin reduction – biochemical, uHTS, resorufin fluorescence, counter-screen for diaphorase-coupled primary assays, primary screen; Diaphorase/resazurin coupled assay, 16 min; hits give high values; 1 = vehicle wells, 0 = NADH-free wells; activation factor at 20 µM; actives 0.005% (n = 190,000); AID 1229, 2008;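 active = diaphorase activity raised at least twofold by the compound at 20 µM; inactive = activation factor below 2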
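Material: bacterial diaphorase enzyme (C. kluyveri); amount: enzyme 0.07 U/mL final; reagent: NADH substrate 0.114 mM plus resazurin dye 0.1 mM, final; doses: single compound dose of 20 µM, 1% DMSO final; timing: 16 min enzyme reaction, ambient temperature; measured by: fluorescence of resorufin, 544 nm excitation, 590 nm emission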
PPARg SRC-2 ag: agonists of PPARg-SRC-2 recruitment, primary screen, biochemical, HTS | Peroxisome proliferator-activated receptor gamma (Homo sapiens), P37231 | PPARgamma LBD-SRC-2 recruitment | activation, % at 8 µM | actives 0.34% (n = 200,000) | AID 1032, 2008; in the data active = activation above about 22%;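 also: 0% = vehicle and 100% = reference agonist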
S1P3 antag: S1P3 receptor antagonists, primary screen, cell-based; CHO S1P3 NFAT-BLA reporter, FRET fluorescence, antagonist mode; inhibition, % at 4.98 µM; actives 0.27% (n = 170,000);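 active = inhibition above the plate cutoff, the mean inhibition of test wells on that plate plus 3 SD, cut at about 28% in these data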;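 also: cells challenged with S1P at its EC80 of 0.8 µM; blue over green emission ratio from cleaved BLA substrate after 4 h stimulation; 0% = S1P-stimulated wells and 100% = unstimulated DMSO-only wells; some compounds past the cut are filed as inactive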
Target sequence (Q99500 whole entry, looked up): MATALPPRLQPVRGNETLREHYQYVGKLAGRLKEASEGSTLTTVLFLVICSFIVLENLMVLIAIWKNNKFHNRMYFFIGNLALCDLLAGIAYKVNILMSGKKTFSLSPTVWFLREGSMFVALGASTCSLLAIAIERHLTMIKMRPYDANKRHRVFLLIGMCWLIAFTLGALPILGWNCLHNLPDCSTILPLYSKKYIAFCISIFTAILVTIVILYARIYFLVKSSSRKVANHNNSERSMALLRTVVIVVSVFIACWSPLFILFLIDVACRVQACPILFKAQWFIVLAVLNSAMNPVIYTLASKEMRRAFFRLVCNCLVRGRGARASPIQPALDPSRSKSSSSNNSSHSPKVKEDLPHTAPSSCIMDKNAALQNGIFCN
PPARg SRC-3 ag: PPARgamma agonists recruiting SRC-3 coactivator, primary screen, biochemical; biochemical PPARgamma/SRC-3 coactivator recruitment assay; activation, % at 8 µM; actives 0.26% (n = 200,000); AID 731, 2007; in the data active = activation above about 23%;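 also: 0% = DMSO and 100% = reference agonist; some compounds past the cut are filed as inactive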
PPARg SRC1 recr: PPARgamma agonists recruiting SRC-1 coactivator, primary screen, biochemical; Peroxisome proliferator-activated receptor gamma (Homo sapiens), P37231; PPARgamma-SRC-1 coactivator recruitment biochemical assay; activation, % at 8 µM; actives 0.41% (n = 200,000); AID 631, 2007; in the data active = activation above about 19%;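 also: 0% = DMSO and 100% = reference agonist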
ROMK mod: ROMK potassium channel modulators, primary screen, cell-based, thallium flux, MLSMR library | actives 2% (n = 130,000) | ATP-sensitive inward rectifier potassium channel 1 (Homo sapiens), P48048 | Tet-inducible ROMK, thallium flux fluorescence; actives lie on both sides | B-score at 10 µM | AID 1918, 2009;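 active = signal ratio slope over the read window, or its plate-corrected B-score, at least 3 SD from the plate mean, either direction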;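 also: B-score of the F/F0 ratio slope over 7 to 12 s after thallium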
Target sequence (P48048 whole entry, looked up): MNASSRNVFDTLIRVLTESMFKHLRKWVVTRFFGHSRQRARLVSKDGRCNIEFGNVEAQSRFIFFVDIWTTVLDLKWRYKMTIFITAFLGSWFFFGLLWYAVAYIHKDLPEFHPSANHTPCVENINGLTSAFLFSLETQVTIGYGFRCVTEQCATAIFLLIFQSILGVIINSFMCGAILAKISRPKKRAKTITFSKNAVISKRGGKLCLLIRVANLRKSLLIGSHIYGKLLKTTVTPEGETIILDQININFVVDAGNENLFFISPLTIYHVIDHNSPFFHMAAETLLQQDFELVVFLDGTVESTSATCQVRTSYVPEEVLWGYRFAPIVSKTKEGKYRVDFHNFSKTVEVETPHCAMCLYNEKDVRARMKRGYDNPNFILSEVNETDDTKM
Active calls of the source: *; nt = no result given. Compounds as they come; any-hit rate near 3.3%.

compound,PMI act,Diaphorase inh,PMI act hi M6P,TR-FRET SRC-2 ct,G6PDH counter,Diaphorase act,PPARg SRC-2 ag,S1P3 antag,PPARg SRC-3 ag,PPARg SRC1 recr,ROMK mod
Cc1ccc(C(CC(=O)N2CCCC2)c2ccccc2)c(O)c1C (stereo not given),0.8,12,0.9,1558,12,0.9,-1,13,-7,6,-1.3
C[C@@H](C(=O)Nc1cccc(S(=O)(=O)N2CCOCC2)c1)N1C(=O)C2CC=CCC2C1=O (stereo not given in full),1,-4,1,1502,7,1,13,-12,-3,-2,0.25
CC12c3ccccc3C(c3ccccc31)C1C(=O)N(Cc3cccnc3)C(=O)[C@H]12 (stereo not given in full),1,9,1.1,1702,0,0.9,-5,11,2,0,nt
COc1ccccc1OCC(=O)NCCc1nc2ccccc2[nH]1,1,8,1,1397,-2,0.9,-4,-22,2,0,0.36
Cc1cccc2cc(CN(Cc3ccc(F)cc3)C(=O)N3CCOCC3)c(=O)[nH]c12,1,-2,1,1531,-5,1,9,nt,5,6,-0.63
OCc1ccccc1N=c1ssnc1Cl,0.2,16,0.6,1442,3,0.8,-8,9,-3,-1,-0.21
CCOC(=O)c1oc2ccccc2c1NC(=O)COc1ccc(F)cc1,0.9,1,1,1554,3,1,0,1,-1,2,nt
O=C(NCc1ccco1)c1ccc2c(c1)C(=O)N(C1CCCCC1)C2=O,1,1,1,1489,1,1,14,nt,4,8,nt
Cc1cccc(-n2nc(CC#N)c(C#N)c2N)c1,1,19,0.9,1721,2,0.8,5,1,5,4,-0.62
COc1cc(NC(=O)C2CC2)c(C(=O)O)cc1OC,1,17,0.9,1487,4,0.8,-4,nt,-14,-4,nt
O=C(NCCCN1CCN(c2cccc(Cl)c2)CC1)c1cccc(N2CCCC2=O)c1,1,10,1,1531,11,0.9,5,nt,11,15,nt
CCc1noc(C)c1C(=O)N1CCCC(CCC(=O)NCc2cccc(OC)c2)C1 (stereo not given),1,5,1,1537,1,0.9,-1,13,1,1,0.21
O=C(Nc1ccccc1)N1CCC(c2ccccc2)C1 (stereo not given),1,14,1,1479,12,0.9,6,10,-2,7,-0.31
O=C(COC(=O)c1cccs1)c1ccc2ccccc2c1,0.8,21,0.8,1625,13,0.8,4,nt,7,5,nt
O=C(NCC(=O)N(c1cccc(F)c1)C(C(=O)NC1CCCC1)c1ccco1)c1ccco1 (stereo not given),1,12,1,1707,2,0.9,4,3,6,1,-1.2
CC(C)CC(NC(=O)c1ccco1)C(=O)Nc1ccc2c(c1)OCCO2 (stereo not given),1,8,1,1686,16,0.9,2,-2,14,5,nt
CN1C(=O)C(O)(c2nnc(-c3ccccc3)o2)c2ccccc21 (stereo not given),1,2,1,1511,3,1,0,-4,0,1,1.8
CC(C)CNC(=S)NNC(=O)c1csc2c1CCC(C)C2 (stereo not given),1.2,4,1.2,1531,12,1,-1,nt,6,4,0.85
Cc1cc(C)cc(SCc2noc(C(=O)NC(C)C)c2C(=O)O)c1,1,10,1,1497,4,0.9,-3,nt,16,5,nt
NC(=O)c1cc[n+](CC(=O)c2ccc(NC(=O)c3ccccc3)cc2)cc1,1.1,0,0.9,1645,1,1,2,0,3,3,1
CC1CCc2nn(CC(=O)NC3CCCC(C)C3C)cc2C1 (stereo not given),0.8,6,0.9,1715,18,0.9,7,7,4,6,nt
Cc1cc(-c2ccc(Br)cc2)n[nH]1,1,4,1,1518,-3,1,-4,3,-1,0,0.42
CC(C)(C)C(=O)Nc1nnc(CSCc2ccccc2F)s1,1,5,1,1476,5,1,15,nt,4,0,-0.93
CCC(=O)Nc1ccc(NC(=O)CSc2nnc(C(C)C)n2C)cc1,0.9,12,0.9,1640,6,0.9,-3,-21,1,10,nt
O=C(NCC1CCCO1)c1ccc(CSCc2cccc(F)c2)o1 (stereo not given),1,6,1,1771,5,0.9,7,-1,-1,14,1.2
COc1ccc(C(=O)NCCSc2ccc(C)cc2)cc1,1,21,1,1654,0,0.8,-1,-3,-2,2,0.15
Cc1nc(SCC(=O)c2cccc([N+](=O)[O-])c2)n[nH]1,0.8,18,0.9,1472,-9,0.8,5,nt,13,4,nt
O=C(CSc1nc2ccccc2c(=O)n1Cc1ccccc1)NCc1ccco1,0.9,4,0.9,1482,13,1,0,nt,4,-1,nt
COc1cccc(Nc2cc(N3CCOCC3)c3nonc3c2[N+](=O)[O-])c1,0.9,29,0.5,1301,26,0.7,2,nt,3,1,nt
Cc1nnc(NC(=O)c2ccccc2F)s1,0.9,21,0.9,1419,-6,0.8,6,-2,1,2,nt
O=C(N/N=C/c1cc([N+](=O)[O-])ccc1O)Nc1ccccc1,nt,nt,nt,1450,28,nt,8,-20,6,5,0.17
COc1cccc(/C=N/NC(=O)CCCc2ccc(OC)c(C)c2)c1,0.8,20,0.9,1584,1,0.8,-1,11,2,6,nt

Only PMI act hi M6P, S1P3 antag and Diaphorase act (four entries from above):
structure	PMI act hi M6P	S1P3 antag	Diaphorase act
COc1cccc(Nc2cc(N3CCOCC3)c3nonc3c2[N+](=O)[O-])c1	0.5	nt	0.7
COc1cccc(/C=N/NC(=O)CCCc2ccc(OC)c(C)c2)c1	0.9	11	0.8
O=C(CSc1nc2ccccc2c(=O)n1Cc1ccccc1)NCc1ccco1	0.9	nt	1
O=C(N/N=C/c1cc([N+](=O)[O-])ccc1O)Nc1ccccc1	nt	-20	nt

Additional structures:
compound,PMI act,Diaphorase inh,PMI act hi M6P,TR-FRET SRC-2 ct,G6PDH counter,Diaphorase act,PPARg SRC-2 ag,S1P3 antag,PPARg SRC-3 ag,PPARg SRC1 recr,ROMK mod
O=C(c1cccc(C(=O)N2CCN(c3ccc(F)cc3)CC2)c1)N1CCN(c2ccc(F)cc2)CC1,1,12,0.9,1483,11,0.9,-1,27,-5,-3,nt
Cc1ccc(-n2c(CNc3ccc(C)c(Cl)c3)n[nH]c2=S)cc1,0.8,24,0.9,1296,11,0.8,-10,-7,1,-5,0.31
CCCCN(C)CCNC(=O)Cn1c(=O)sc2ccccc21,1.1,5,1.1,nt,10,0.9,nt,-20,nt,nt,nt
COc1ccc2cc(S(=O)(=O)N3CCN(C)CC3)ccc2c1,1,10,1,1390,5,0.9,-3,-23,-9,0,-0.63
O=C(NC1CCCCC1)N(Cc1ccc(F)cc1)Cc1nc2ccccc2c(=O)[nH]1,0.9,-3,1,1706,2,1,0,-12,15,0,nt
CCOC(=O)c1c(C)n(C)c2ccc(OC)c(NC(=O)CN3CCC4(CC3)OCCO4)c12,1,8,1,1859,3,0.9,10,nt,4,4,-0.51
CCn1nnnc1NCc1cccc(Cl)c1,1.1,5,1,1472,1,0.9,8,13,3,4,-0.96
CCOC(=O)N/N=C/c1cn(CCCOc2ccc(C)cc2)c2ccccc12,1,5,0.9,1449,-2,1,-5,25,-1,-5,nt
COc1cccc(-c2nc(-c3ccccc3)no2)c1,0.9,8,0.9,1382,-1,0.9,8,-14,-7,-5,-0.0074
O=C(NCC1CCCO1)C1CCN(S(=O)(=O)Cc2ccccc2)CC1 (stereo not given),1,4,1,1561,2,1,-9,-23,-12,-1,0.022
Cc1c(C(=O)O)sc2ncnc(N3CCCCC3C)c12 (stereo not given),0.8,9,0.9,1711,9,0.9,12,-7,9,4,nt
COc1cccc(C(=O)Nc2ccc(-n3nncc3C(C)(C)C)cc2)c1,1,18,1,1684,11,0.8,3,9,4,0,0.063
Cc1cc(NC(=O)CSc2ccc3nnc(-c4ccc(F)cc4)n3n2)no1,1.1,1,1.1,1599,4,1,1,-13,-2,6,0.14
Fc1cc(F)cc(NC(=S)NCCCN2CCOCC2)c1,1,5,1,1763,4,1,-1,-11,10,5,0.007
CCOC(=O)Cn1c2c(c(=N)c3c1CCC3)CCC2,1.1,-13,1.1,1551,12,1.1,5,6,-9,7,nt
COc1ccc(NC(=O)N2CCC(n3cnc4ccccc43)CC2)cc1,1.1,-21,1,1619,13,1.2,-1,-3,0,0,0.035
COc1ccccc1Nc1nc(N)nc(CSCCO)n1,1,13,1,1398,7,0.9,-2,-43,2,0,nt
COc1ccc(CCNc2cn[nH]c(=O)c2Cl)cc1OC,0.8,24,0.9,1443,6,0.8,2,5,-2,-4,0.25
N=C1S/C(=C\c2ccccc2)C(=O)N1c1ccc(F)cc1,0.9,0,0.9,1582,-4,1,3,-3,0,2,nt
O=C(CSc1nnc(CN2CCOCC2)n1-c1ccc(Cl)cc1)Nc1ccc2c(c1)OCO2,1,8,1,1645,2,0.9,2,nt,1,1,nt
Cn1c(=NC(=O)c2ccc3c(c2)OCCO3)sc2cc(S(C)(=O)=O)ccc21,1.1,4,1.1,1580,2,1,15,-18,1,9,0.7
O=C(CSCc1ccc(F)cc1)NC1CCCC1,1,14,1,1513,-4,0.9,11,8,-9,2,0.67
COc1cccc(C2=NOC(C(=O)Nc3cccc(C(C)=O)c3)C2)c1 (stereo not given),1.1,-7,1,1593,9,1.1,-2,-1,8,-1,nt
O=C(Cc1cccs1)Nc1nnc(-c2ccc(F)cc2)s1,1.1,0,1,1687,-4,1,13,-19,5,2,-0.68
CCS(=O)(=O)c1nc2ccccc2n1Cc1ccccc1Cl,0.8,29,0.8,1703,22,0.7,3,3,9,3,nt
